T cell HTS – T cell immune modulation candidate. 2C CD8+ T cell-vesicle binding, flow cytometry; active compounds read low. calls only at 7 µM. hit rate 0.068% among 330,000;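 active = response, share of CD8 T cells binding vesicles, and their 90th percentile fluorescence all below set limits, cut at about 80% in these data, passing the limit was not always enough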
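Read-out – percent CD8+ FL2 mean versus row control · System – murine 2C transgenic CD8+ T lymphocytes · Times – 1.5 h cell–vesicle binding at 37 °C, then 20 min icy labelling · Control set – naked vesicles low, QL9 vesicles with vehicle high · Detection – cytometric PE anti-B7-1 and Alexa647 anti-CD8 signals after 1% paraformaldehyde fixation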
T cell HTS vesicle-bound % – further read-out of T cell HTS, marked with its call; double positive events, %; measured here: CD8+ vesicle-bound cell fraction;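 binding gate set so that unloaded-vesicle control wells show 10% double positive cells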
* hit, by the source's call; i = inactive; . = no result given; + = active, no number. These rows are one share of the data (hit frequency here may not be typical).

SMILES	T cell HTS	T cell HTS vesicle-bound %
CCCSc1oc(-c2ccco2)nc1S(=O)(=O)c1ccc(C)cc1	i	38
CCN1CCN(C(=O)C2CCN(S(=O)(=O)c3cc(Cl)ccc3Cl)CC2)CC1	i	29
NS(=O)(=O)c1ccc(NC(=O)CSc2nc3ccccc3nc2N2CCOCC2)cc1	i	39
CCN(C(=O)CSc1nnc(-c2ccc(OC)cc2)n1C(C)C)C1CCS(=O)(=O)C1 (stereo unspecified)	i	19
Cc1ccc(-n2nc3c(=O)n(C(C)C(=O)NCc4ccc5c(c4)OCO5)nc(C)c3c2C)cc1 (stereo unspecified)	i	20
O=C(Cn1c(=O)c2cccn2c2ccc(F)cc21)NCCCN1CCN(c2ccccc2F)CC1	i	10
CC(Oc1ccc(F)cc1Br)c1nc2ccccc2c(=O)[nH]1 (stereo unspecified)	i	8
COc1cc2[nH]c(=O)c(C(=O)NCc3ccc(F)cc3)c(O)c2cc1OC	i	44
CCOP(=O)(c1ccc(N(C)C)cc1)C(O)c1ccc(OC)cc1 (stereo unspecified)	i	59
COc1cccc(C(C(=O)NCC2CCCO2)N(C(=O)Cn2nnc3ccccc32)c2ccccc2C(C)=O)c1OC (stereo unspecified)	i	17
CC(C)(CNC(=O)C1c2ccccc2-c2ccccc21)N1CCOCC1	i	31
C=CCN1/C(=C2/SC(=S)N(C)C2=O)Sc2ccccc21	i	14
COc1ccc(S(=O)(=O)N2CCN(CC(=O)NCC3(N4CCOCC4)CCCCC3)CC2)cc1	i	32
O=C(C[C@H]1C/C=C\CC[C@H](Cc2ccc(F)cc2)C(=O)OC[C@@H](Cc2c[nH]c3ccccc23)NC1=O)NCCO	i	36
CCc1ccccc1N1CC(C(=O)Nc2cc(S(=O)(=O)N3CCCC3)ccc2Cl)CC1=O (stereo unspecified)	i	43
CCCc1cc(=O)[nH]c(SCC(=O)Nc2oc(C)c3c(C)n[nH]c(=O)c23)n1	i	51
CCCC(C)NC(=O)c1cc(S(=O)(=O)N2CCCCCC2)ccc1OC (stereo unspecified)	i	14
CC[C@@H]1C/C=C\Cc2ccccc2[C@H](C(=O)C[C@H](O)CC(C)=O)OC1=O	i	9
COc1ccc(CNCc2ccc(F)cc2)c(OC)c1	i	70
O=C(CN1C(=O)c2ccccc2C1=O)N(CCO)Cc1ccccc1	i	35
Cc1cnc(CNC(=O)CC2C(=O)NCCN2Cc2ccccc2C(F)(F)F)cn1 (stereo unspecified)	i	31
CCOc1nc(Nc2ccc(OC)cc2OC)nc(OCC)n1	i	57
Cc1ccc2nc(Nc3ccc(C)c(C)c3)c3nncn3c2c1	i	15
COc1ccc(N(Cc2cc(=O)[nH]c3ccccc23)C(=O)CCl)cc1	i	51
CC1CCN(C(=O)CCC(=O)N2CC(C)Oc3ccccc32)CC1 (stereo unspecified)	i	31

The final two compounds of the part before are carried over, then new ones follow:
SMILES	T cell HTS	T cell HTS vesicle-bound %
COc1ccc(N(Cc2cc(=O)[nH]c3ccccc23)C(=O)CCl)cc1	i	51
CC1CCN(C(=O)CCC(=O)N2CC(C)Oc3ccccc32)CC1 (stereo unspecified)	i	31
COc1ccc(C(=O)N2CCN(CCNC(=O)C(=O)Nc3ccc(Br)cc3)CC2)cc1	i	7
COc1ccc(C2=NN(C(=O)CCC(=O)O)C(c3ccc(Br)cc3)C2)cc1 (stereo unspecified)	i	59
CC(=O)N1CCN(c2ccc(NCc3cccc(C)c3)cc2)CC1	i	26
COc1ccc(C(=O)NC(C)CCCC(C)(C)O)cc1OC1CCN(C(C)=O)CC1 (stereo unspecified)	i	57
Cc1ccc(S(=O)(=O)N2CCCC(c3nc4c(nnn4Cc4ccc5c(c4)OCCO5)c(=O)[nH]3)C2)cc1 (stereo unspecified)	i	45
COc1ccc(CNCCC(c2ccc(OC(C)C)cc2)c2ccccc2OC)cc1 (stereo unspecified)	i	35
CC(C)n1ncc2c(C(=O)N3CCN(Cc4ccc(Br)s4)CC3)cc(C3CC3)nc21	i	42
CCOC(=O)CN(C(=O)COC(=O)C1(c2ccccc2)CC1)c1ccc(F)cc1	i	50
CSCCC(NC(=O)COc1ccccc1)C(=O)N1CCCCC1 (stereo unspecified)	i	10
NC(=S)N/N=C/c1c[nH]c2ccc(OCc3ccccc3)cc12	i	54
CC(C)(C)N(Cc1ccccc1)C(=O)COC(=O)C1CC1	i	14
O=c1c2ccccc2nc(-c2ccco2)n1CCc1ccc(O)cc1	i	5
Cc1cc(Cl)c2oc(C(=O)N(CCO)Cc3ccccc3)c(C)c2c1	i	60
O=[N+]([O-])c1ccc(NCCN2CCOCC2)c([N+](=O)[O-])c1	i	55
CSc1cccc(CNC(=O)C2CCC(=O)N(CC3CCCCC3)C2)c1 (stereo unspecified)	i	70
Cc1ccc(F)cc1NC(=O)CSc1n[nH]c(N)n1	i	49
CCc1ccc(NC(=O)CSc2nc(=O)n(CCCN3CCOCC3)c3c2CCCC3)cc1	i	36
CC1(C)CC2CC(C)(CN2S(=O)(=O)c2cccc(C(=O)O)c2)C1 (stereo unspecified)	i	38
COc1ccc(NC(=O)CSc2nc3nc(C)cc(C)c3c(=O)[nH]2)cc1	i	63
O=C(NC1CCSc2ccccc21)c1cccc(Cl)c1 (stereo unspecified)	i	69
CC(C)Sc1nc2c(cnn2-c2ccc(Cl)cc2)c(=O)[nH]1	i	30
Cc1cc(NS(=O)(=O)c2ccc(NC(=O)/C=C/c3ccc(Br)cc3)cc2)no1	i	9
CC(=O)c1cccc(NC(=O)c2c(-c3c(F)cccc3Cl)noc2C)c1	i	30
CC1CCCCC1NC(=O)c1ccc(NC2=NC3CS(=O)(=O)CC3S2)cc1 (stereo unspecified)	i	9
CCCCCCCNC(=O)C1(CC2CC(c3cccc(Br)c3)=NO2)CCNCC1 (stereo unspecified)	i	25

Some of these compounds in order of SMILES length, ascending:
SMILES	T cell HTS	T cell HTS vesicle-bound %
Cc1ccc(F)cc1NC(=O)CSc1n[nH]c(N)n1	i	49
CC(C)(C)N(Cc1ccccc1)C(=O)COC(=O)C1CC1	i	14
O=c1c2ccccc2nc(-c2ccco2)n1CCc1ccc(O)cc1	i	5
COc1ccc(CNCCC(c2ccc(OC(C)C)cc2)c2ccccc2OC)cc1 (stereo unspecified)	i	35
COc1ccc(C(=O)NC(C)CCCC(C)(C)O)cc1OC1CCN(C(C)=O)CC1 (stereo unspecified)	i	57
CCc1ccc(NC(=O)CSc2nc(=O)n(CCCN3CCOCC3)c3c2CCCC3)cc1	i	36

(further entries)
SMILES	T cell HTS	T cell HTS vesicle-bound %
COc1ccc(S(=O)(=O)N2CN3CCN(C3)C2)cc1	i	63
COC(=O)c1cc(S(=O)(=O)NCc2ccccc2)cn1C	i	45
Cc1ccc(C(=O)NCCC(=O)Nc2ccccc2C)cc1	i	56
Cc1ccc(-c2cn(CCN)c(-c3ccc(Cl)nc3)n2)cc1	i	32
COc1cc(N=Cc2c(O)c3ccccc3oc2=O)c(OC)cc1Cl	i	58
CCCNC(=O)c1nn2c(C(F)(F)F)cc(-c3ccccc3)nc2c1Br	i	57
O=C(Nc1ccc(S(=O)(=O)Nc2cnc3ccccc3n2)cc1)c1ccc(F)cc1	i	54
CC(C)(C)C(=O)Nc1cc2c3c(c1)CCC(=O)N3CCC2	i	19
O=C(CC1C[C@H](C(=O)N2CCOCC2)[C@@]2(CCC3CCCC3)c3[nH]c4ccccc4c3CCN2C1=O)NCC12CC3CC(CC(C3)C1)C2 (stereo partly specified)	i	23
CCCN(CC(=O)Nc1ccccc1C)C(=O)CCN1C(=O)c2cccc([N+](=O)[O-])c2C1=O	i	55
COc1cccc(CNC(=O)CCNC(=O)c2ccc(Br)o2)c1	i	8
COc1ccccc1NC(=O)Cn1cnc2sc(C(=O)Nc3cc(OC)c(OC)c(OC)c3)c(C)c2c1=O	i	26
Cc1cccc(C(=O)NCCc2ccccc2)c1	i	24
COc1ccc(/C=C(\NC(=O)c2ccc(Cl)cc2)C(=O)NCCCN2CCOCC2)cc1OC	i	23
CCCCCC(=O)Nc1cc(S(=O)(=O)N2CCOCC2)ccc1N1CCN(C)CC1	i	9
O=C(OCCOc1cccc(Cl)c1)c1ccc2ncsc2c1	i	18
O=C(CCC(=O)Nc1cccnc1)Nc1cccnc1	i	38
CC(C)c1ccc(NC(=O)NCc2ccccn2)cc1	i	10
C=CC(COCc1ccccc1)N([C@@H](Cc1ccccc1)C(=O)OC)S(=O)(=O)c1ccccc1Br (stereo partly specified)	i	42
Cc1cc(OCC(=O)OC(C)C(=O)Nc2ccc(N3CCOCC3)cc2)ccc1Cl (stereo unspecified)	i	30
CN1/C(=C/c2cccc[n+]2C)Sc2ccccc21	i	64
COc1ccc(-c2nc3ccccc3nc2-c2ccccc2)cc1OC	i	38
COC(=O)c1c(NC(=O)COc2ccc(Cl)cc2Cl)sc2c1CC(C)(C)NC2(C)C	i	78
COc1cc(C(=O)OCC(=O)Nc2cc(S(=O)(=O)N3CCOCC3)ccc2C)ccc1OCC(C)C	i	46
CCCNC(=O)c1ccc(-c2nn(C)c(=O)c3ccccc23)cc1	i	22
(more compounds)
SMILES	T cell HTS	T cell HTS vesicle-bound %
O=C(CSc1nnc(NC(=O)c2ccccc2Cl)s1)NC1CC1	i	28
NC(=O)CSc1nc2cc(Cl)ccc2c(=O)n1C1CCCCC1	i	52
COc1cccc(-c2ccc(NC(=O)C3CCCN(Cc4cnc(C)n4C)C3)cc2)c1 (stereo unspecified)	i	10
CN(CC(=O)Nc1ccc(Cl)c(C(F)(F)F)c1)C(=O)CC1Sc2ccccc2NC1=O (stereo unspecified)	i	46
CN(C)S(=O)(=O)c1ccc(C(=O)NCCc2ccco2)cc1	+	17*
COc1cccc(NC(=O)CN2C(=O)CSc3ccc(S(=O)(=O)N4CCCCC4)cc32)c1	i	2
Cc1ccc(-c2cc(C(=O)NCCCN3CCCC3)c3ccccc3n2)cc1C	i	14
O=C(NCc1ccc(Cl)cc1)C1CCCN(c2cnccn2)C1 (stereo unspecified)	i	2
C[C@H]1CN([C@@H](C)CO)C(=O)Cc2cc(NS(=O)(=O)c3cn(C)cn3)ccc2O[C@@H]1CN(C)C(=O)Nc1ccc(F)cc1	i	12
C=CCC[C@@H](Cc1ccc(F)cc1)C(=O)OCCNC(=O)[C@@H](CC=C)CC(=O)N(CCO)Cc1ccccc1	i	20
COc1ccc(-c2c(NC(=O)c3ccco3)oc3ccc(Cl)cc3c2=O)cc1	i	59
CN(C(=O)c1ccc(N2CCOCC2)c([N+](=O)[O-])c1)C1CCCCC1	i	29
CCC(C)CCN1C(Nc2ccccc2)=NC[C@@H]1C (stereo partly specified)	i	34
O=C(NCc1ccc(F)cc1)C1CCC(CNS(=O)(=O)c2ccccc2)CC1 (stereo unspecified)	i	16
COc1ccc(OCCCCn2c(CO)nc3ccccc32)cc1	i	68
CC1(c2ccccc2)NC(=O)N(CC(=O)Nc2ccc(S(=O)(=O)Nc3ncccn3)cc2)C1=O (stereo unspecified)	i	41
COC(=O)c1cc(OC)c(OC)cc1NC(=O)c1csc(C)c1	i	60
Cc1ccc2c(COC(=O)CNC(=O)c3ccco3)cc(=O)oc2c1C	i	43
Cc1cccc(N(Cc2cc3ccc(C)cc3[nH]c2=O)S(=O)(=O)c2ccccc2)c1	i	35
O=C(COc1ccc(Br)cc1)OCC(=O)N1CCOCC1	i	41
CSCCC(NC(=O)c1ccccc1)C(=O)Nc1ccncc1 (stereo unspecified)	i	40
O=C(Nn1cnc2ccccc2c1=O)c1c(F)cccc1F	i	29
O=C(c1ccc(NC(=O)C(c2ccccc2)c2ccccc2)cc1)c1ccc(C(=O)O)c(C(=O)O)c1	i	48
Cc1cc(-c2nnc(SCC(=O)Nc3ccccc3C)n2N)n[nH]1	i	25
O=C(N/N=C/c1ccc(OC(=O)c2ccccc2Cl)cc1)c1cc(O)cc(O)c1	i	67
(list continues)
SMILES	T cell HTS	T cell HTS vesicle-bound %
Cc1ccc(N(CC(=O)N2CCc3ccccc3C2)S(C)(=O)=O)cc1	i	56
CCc1ccc2nc(N(CCN(C)C)C(=O)/C=C/c3cccs3)sc2c1	i	47
COC(=O)c1ccc(CSc2nc3ccccc3c(=O)n2C)o1	i	40
O=C(COc1ccc(S(=O)(=O)N2CCOCC2)cc1Cl)NCCCn1ccnc1	i	50
COC(=O)c1cc(NC(=O)Cn2c(=O)oc3ccccc32)cc(C(=O)OC)c1	i	50
Cn1cc(S(=O)(=O)N2CCOCC2)cc1C(=O)NCc1ccc(Cl)cc1	i	.
O=C(c1cc(-c2ccc(F)cc2)on1)N1CCCCCC1	i	51
COc1ccccc1C(=O)NNc1ncc(C)s1	i	62
N#CCCn1nc(-c2ccccc2)c2ccccc2c1=O	i	54
CN1CCC(N(C)C(=O)COc2ccccc2Cl)CC1	i	41
CC(=O)c1cccc(S(=O)(=O)Nc2ccc(N3CCOCC3)cc2)c1	i	51
O=S(=O)(c1cc(O)ccc1O)c1cccc2c(S(=O)(=O)c3cc(O)ccc3O)cccc12	i	50
Cc1cc2oc(C(=O)Nc3ccc(S(=O)(=O)Nc4ncccn4)cc3)cc(=O)c2cc1Cl	i	37

Bioassay records deposited in PubChem by NMMLSC.
